Screens (PubChem)
tuberculosis growth = growth inhibition of non-replicating M. tuberculosis (AID 488890) | inhibition, % at 25 µM, or IC50 in µM where a hit was titrated | Mycobacterium tuberculosis non-replicating, growth inhibition; higher % means a stronger effect | hit rate 0.39% among 320,000; in the data active means a potency from the dose series; inconclusive means inhibition mostly from about 82% at the one dose, without a potency; inactive means the rest, 99 in 100 with inhibition below about 76%;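 further: plate controls were DMSO cells for no effect and high antibiotic wells for full effect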
H37Rv inhibition = M. tuberculosis growth inhibition, HTS (AID 449762); inhibition, % at 25 µM; hits with a dose series show IC50 in µM; M. tuberculosis H37Rv growth inhibition, 7H9 media; higher % means a stronger effect; hit rate 0.59% among 330,000; in the data active means a potency from the dose series; inconclusive means inhibition above about 70% without an active follow-up result;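 further: bacterial growth assessed after seven days of incubation; strong numbers were not always called active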
Salmonella PhoP GFP = PhoP regulon inhibitors, Salmonella typhi PhoP promoter GFP reporter, confirmatory (AID 1850) | Salmonella Typhi PhoP-promoter GFP reporter, fluorescence, 4 h; higher % means a stronger effect | one-dose inhibition, % at 50 µM; IC50 in µM for titrated hits | hit rate 0.33% among 310,000; in the data active means a potency from the dose series; inconclusive means inhibition mostly from about 25% at the one dose, without a potency; inactive means the rest, 99 in 100 with inhibition below about 19%;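 further: 0% = induced wells with vehicle and 100% = uninduced wells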
influenza NS1A = NS1A inhibition, H1N1 influenza, cell based functional assay (AID 504329) | NS1A functional cell-based assay, percent inhibition; higher % means a stronger effect | hit rate 0.3% among 340,000 | one-dose inhibition, % at 12.5 µM; IC50 in µM for titrated hits; in the data active means a potency from the dose series; inconclusive means inhibition above about 27% without an active follow-up result; further: strong numbers were not always called active
VEEV TC-83 Vero = inhibitors of VEEV TC-83 cytopathic effect, confirmation, Vero cells (AID 588727). Vero cells, VEEV TC-83 cytopathic effect inhibition; higher % means a stronger effect. inhibition, % at 20 µM; hits with a dose series show IC50 in µM. hit rate 0.13% among 350,000; in the data active means a potency from the dose series; inconclusive means inhibition mostly from about 14% at the one dose, without a potency; inactive means the rest, 99 in 100 with inhibition below about 12%; further: strong numbers were not always called active
VEEV TC-83 Vero 10K pilot screen = also measured in VEEV TC-83 Vero; calls as there; inhibition, %; measured here: 10K pilot screen inhibition
Active calls of the source: *; i = inactive; ? = inconclusive; . = not tested or not shown.

The opening 2 entries as a preview:
SMILES | tuberculosis growth | H37Rv inhibition | Salmonella PhoP GFP | influenza NS1A | VEEV TC-83 Vero | others
CC(C)NC(=S)NC1(C)CCS(=O)(=O)C1 (configuration not stated) | -10% | -2% | -2% | 5% | i
COc1cc(/C=N/N2C(=O)C3C4C=CC(CC4)C3C2=O)ccc1O (configuration not stated) | -1% | 0% | -1% | . | 1.8%

The listing, previewed entries included:
SMILES | tuberculosis growth | H37Rv inhibition | Salmonella PhoP GFP | influenza NS1A | VEEV TC-83 Vero | others
CC(C)NC(=S)NC1(C)CCS(=O)(=O)C1 (configuration not stated) | -10% | -2% | -2% | 5% | i
COc1cc(/C=N/N2C(=O)C3C4C=CC(CC4)C3C2=O)ccc1O (configuration not stated) | -1% | 0% | -1% | . | 1.8%
CCOC(=O)c1cn2nc(Oc3ccc(C#N)cc3)ccc2n1 | -5% | 2% | 0% | 11% | i
Cc1ccc2c(c1)nnc1nnc(SCC(=O)O)n12 | -9% | 2% | 2% | . | i
O=C(Nc1ccnn1C1CCN(Cc2ccn[nH]2)CC1)c1ccccc1 | 10% | 7% | -13% | -2% | i
O=C1CC(C(=O)N2CCN(c3ccccc3O)CC2)CN1Cc1ccccc1 (configuration not stated) | 0% | -1% | 3% | -3% | 7.2%
CC(=O)Nc1ccc(NC(=O)CCN2C(=O)c3ccccc3C2=O)cc1 | 8% | -16% | -10% | 20% | 0.8%
CCOC(=O)c1cc(NC(=O)Nc2ccccn2)c(C)nc1C | 4% | 2% | -5% | -16% | 11% | VEEV TC-83 Vero 10K pilot screen=9.2
COC(=O)c1c(NC(NC(=O)C(C)C)C(Cl)(Cl)Cl)sc2c1CCCC2 (configuration not stated) | 10% | -7% | -5% | -5% | 0.3%
N/C(=N\NC(=O)Nc1ccc(Cl)cc1)c1ccccn1 | 48% | -7% | 6% | -21% | 1.2%
Cn1c(=O)c2c(nc(NCc3cccnc3)n2Cc2ccc(Cl)cc2)n(C)c1=O | -4% | -9% | -13% | -1% | 2.0%
COCCCNC(=O)CCc1nc(-c2ccccc2Cl)no1 | 6% | 14% | -9% | -2% | 1.9%
CN(C(=O)c1ccc(NC(=O)Cc2cccc(NC(=O)C3CCN(C(=O)C4CCC4)CC3)c2)cc1)C1CCCC1 | . | -5% | . | 2% | 1.4% | VEEV TC-83 Vero 10K pilot screen=1.6
Cc1c(S(=O)(=O)N2CCN(c3ccc(F)cc3)CC2)c(=O)n(C)c(=O)n1C | 0% | -3% | -7% | -10% | i
Cc1cc([N+](=O)[O-])ccc1N | -7% | -9% | -2% | 2% | i
CCOC(=O)c1c(NC(C)=O)sc2c1CCC(C=NCCCN(CC)CC)=C2Sc1ccccc1 | -14% | -2% | 4% | 19% | i | VEEV TC-83 Vero 10K pilot screen=8.5
O=C(OC(C(=O)NCC1CCCO1)c1ccc(F)cc1)c1ccco1 (configuration not stated) | -7% | 2% | 0% | -7% | 1.6%
O=C(c1ccc2c(=O)n(Cc3ccccc3)c(=S)[nH]c2c1)N1CCOCC1 | 9% | 0% | -18% | 1% | 2.5%
O=C(NC(Cc1ccccc1)C(=O)O)/C(=C/c1ccccc1)NC(=O)c1ccco1 (configuration not stated) | -16% | -6% | 9% | 1% | 0.2%
CC(Sc1nn(-c2ccccc2)c(=S)s1)C(=O)NCC1CCCO1 (configuration not stated) | 15% | -13% | . | 1% | 0.5%
CNC(=O)c1ccc(N(Cc2ccccc2)S(C)(=O)=O)cc1 | -25% | -6% | 2% | -4% | 1.2%
Cc1ccc(C(=O)OCC(=O)Nc2c(Cl)cc(S(N)(=O)=O)cc2Cl)o1 | 1% | -1% | 12% | -10% | 0.1%
O=C(CCC1CCCN(C(=O)c2cccs2)C1)N1CCN(c2ccccn2)CC1 (configuration not stated) | -1% | -7% | 17% | -8% | 0.3%
Fc1ccc(CNC2CN3CCC2CC3)cc1 (configuration not stated) | 0% | 3% | 0% | -9% | i
COC(=O)CCN(C(=O)C12CC3CC(CC(C3)C1)C2)c1ccccn1 | 1% | 4% | 4% | 2% | 0.6%
Cc1ccc(Cl)cc1N1CCN(C(=O)c2ccccc2SCC(=O)N2CCCC2)CC1 | 53% | 6% | . | -5% | 1.4%
O=C(NCCc1ccccc1)C1CCCN1C(=O)NCc1ccccc1 (configuration not stated) | 24% | -2% | -7% | 8% | 1.6%
CCC(=O)N1CCN(c2ccc(Cl)cc2NC(=O)c2ccc(N3CCCC3)c([N+](=O)[O-])c2)CC1 | 7% | ? | 12% | 3% | i
O=c1cc(CN2CCN(c3cccc(C(F)(F)F)c3)CC2)nc2sccn12 | 35% | -2% | -3% | . | .
COc1ccccc1CN(CC(=O)NCc1ccco1)C(=O)CNS(=O)(=O)c1ccccc1 | 6% | -3% | -6% | -5% | 5.5%
COc1cccc(NS(=O)(=O)c2cc3c(cc2C)NC(=O)CO3)c1 | 15% | 1% | 4% | -5% | i | VEEV TC-83 Vero 10K pilot screen=0.1
COc1ccc(Nc2oc(COc3ccc(C)cc3)nc2C#N)cc1 | 12% | 3% | -4% | 7% | 2.6%
CCOC(=O)c1c(C)c(C(=O)NCCCOC(C)C)c(C)n1C | 7% | -10% | -3% | 2% | 0.0% | VEEV TC-83 Vero 10K pilot screen=1.6
Cc1nnsc1C(=O)NNc1c(Cl)cccc1Cl | 20% | 62% | -18% | 0% | 0.7%
COc1ccc(CCC(=O)NCCOc2ccccc2Cl)cc1 | 8% | 2% | -4% | -3% | 1.2%
CCNc1nc(NCC)nc(N/N=C/c2ccc([N+](=O)[O-])o2)n1 | ? | 0.99µM* | 1% | 3% | i
COc1cccc(-c2nc(Cc3ccc(OC)c(OC)c3)no2)c1 | 3% | 0% | -8% | -9% | 1.1%
CCOC(=O)c1ccc(COC(=O)c2ccc3c(c2)-c2ccccc2C3=O)cc1 | 27% | 7% | -1% | 5% | i
Cc1ccc(N(C)S(=O)(=O)c2ccc(-c3ccc(=O)[nH]n3)s2)cc1C | 2% | 3% | -2% | -4% | 0.4%
CC(CN1CCNCC1)(NS(=O)(=O)c1ccccc1)c1ccccc1 (configuration not stated) | 54% | ? | 0% | -1% | i
Cc1ccc(C(C)C)c(OCC(=O)OCC(=O)c2c(N)n(C)c(=O)n(C)c2=O)c1 | 15% | -4% | . | 3% | 0.2%
CCN(CC)CC(=O)NN=C(c1ccccc1)c1ccccc1 | 16% | -1% | -9% | -2% | 2.8%
O=C1C=C(N2CCN(c3ccccn3)CC2)C(=O)c2c(O)ccc(O)c21 | . | . | . | 14% | 0.3%
Cc1nn(CC(=O)N2CCN(c3ccccn3)CC2)c(=O)c2cc3sccc3n12 | -4% | 2% | 4% | -6% | 3.1%
O=C1OC(c2ccccc2)/C(=C(/O)c2ccc(Cl)cc2)C1=O (configuration not stated) | 63% | -4% | 2% | -4% | 3.5%
O=C(O)c1ccc(NC(=S)NC2CCCCC2)cc1 | 54% | 3% | -5% | -6% | 4.7%
CCCCNC(=O)[C@@H]1CCCN1S(=O)(=O)c1cccc2cccnc12 | -8% | -8% | 0% | 6% | i
Cc1ccc(N2C(=O)CC(=O)NC2=O)c(C)c1 | -9% | 1% | -25% | 1% | 1.8%
COc1ccc(CNS(=O)(=O)c2cc(OCC(N)=O)c(C)cc2Cl)cc1 | -6% | -2% | -6% | -5% | i
COc1ccc(CC(=O)c2c(O)cc(O)cc2O)cc1OC | -2% | 21% | 8% | -2% | i

(cont.)
SMILES | tuberculosis growth | H37Rv inhibition | Salmonella PhoP GFP | influenza NS1A | VEEV TC-83 Vero | others
O=C1CCCN1CCCNC(=S)Nc1ccc(Nc2ccccc2)cc1 | 50% | 0% | 0% | -8% | 1.3%
O=C(CNC(=O)c1ccc(Cl)cc1Cl)OCCCn1c(=O)[nH]c2ccccc21 | 23% | 1% | 1% | -6% | 0.6%
CC(C)Sc1nc(N2CCOCC2)c2c(c1C#N)CC(C)(C)N(C)C2 | 0% | 6% | 5% | -17% | 2.3%
C/C(CC(=O)Nc1cccc(C(F)(F)F)c1)=N/NC(=O)C(=O)NCCO | -1% | 8% | -2% | . | 1.4%
O=C(CCc1nc(-c2ccccc2)c(-c2ccccc2)o1)OCc1ccc(Cl)cc1 | 43% | ? | -3% | 5% | i
Cc1cccc(-n2ncc3c2CCCC3NC(=O)CN2CCCC2=O)c1C (configuration not stated) | 26% | 17% | 9% | 10% | i
Cc1ccc(S(=O)(=O)N(CC(=O)N=Nc2c(O)[nH]c3ccccc23)c2cccc(C)c2)cc1 | 10% | 2% | -5% | 10% | 11%
Oc1ccc(Br)cc1/C=N/N1CCCCC1 | -5% | -4% | -2% | 1% | 1.4%
CC1CCN(C(=O)COC(=O)c2ccc(Br)o2)CC1 | -9% | -3% | -7% | -3% | 1.6%
CN(C(=O)c1nn(C)c2c1CSc1ccccc1-2)c1ccc(F)cc1 | 23% | 8% | -17% | 1% | 0.6%

Looked up by compound from the entries so far:
SMILES | tuberculosis growth | H37Rv inhibition | Salmonella PhoP GFP | influenza NS1A | VEEV TC-83 Vero | others
Cc1cccc(-n2ncc3c2CCCC3NC(=O)CN2CCCC2=O)c1C (configuration not stated) | 26% | 17% | 9% | 10% | i
CC(C)Sc1nc(N2CCOCC2)c2c(c1C#N)CC(C)(C)N(C)C2 | 0% | 6% | 5% | -17% | 2.3%
CC1CCN(C(=O)COC(=O)c2ccc(Br)o2)CC1 | -9% | -3% | -7% | -3% | 1.6%
O=C1CCCN1CCCNC(=S)Nc1ccc(Nc2ccccc2)cc1 | 50% | 0% | 0% | -8% | 1.3%
Oc1ccc(Br)cc1/C=N/N1CCCCC1 | -5% | -4% | -2% | 1% | 1.4%

Further results
SMILES | tuberculosis growth | H37Rv inhibition | Salmonella PhoP GFP | influenza NS1A | VEEV TC-83 Vero | others
Cc1nc2c(c(N3CCOCC3)n1)OCC(=O)N2 | -11% | -1% | -2% | -7% | i
C/C(=N/NC(=O)CSc1nc2ccccc2s1)c1ccncc1 | 64% | -2% | -4% | -7% | 0.4%
O=C(CN1CCN(S(=O)(=O)c2cc(C(F)(F)F)ccc2Cl)CC1)N1CCc2ccccc2C1 | 40% | -4% | . | -6% | 7.0%
CC(=O)C1C(c2ccc(F)cc2)c2c(noc2C)CC1(C)O (configuration not stated) | 8% | -8% | 1% | . | 9.8%
O=C(C1CCCO1)N1CCN(S(=O)(=O)c2ccc(Br)cc2)CC1 (configuration not stated) | -8% | -4% | 5% | 19% | 0.9%
CCN(CCO)C(=O)c1ccc2oc(Cc3ccc(Cl)cc3)nc2c1 | -19% | 4% | 8% | -4% | i
Cc1ccc(-c2nn(CC(=O)NCc3cc(-c4nn(C)c(=O)c5ccccc45)ccc3C)c(=O)c3ccccc23)cc1 | 5% | 8% | 6% | -1% | 1.4%
N#Cc1cc(-c2ccccc2)nnc1Sc1ccccc1 | -12% | -6% | 7% | 1% | i
COc1ccc(Cl)cc1NC(=O)CN(C(=O)c1ccco1)C1CCCCC1 | 34% | 7% | -2% | 4% | 6.5% | VEEV TC-83 Vero 10K pilot screen=0.9
O=S1(=O)CCOC[C@H](Cc2ccccc2)N1Cc1ccccc1Br | . | . | . | 4% | i
CCOC(=O)c1cc(=O)c2ccc(OCc3ccccc3)cc2o1 | ? | ? | 1% | -8% | 0.3%
O=C(NCc1ccc(Cl)cc1)c1cccc(S(=O)(=O)N2CCCC2)c1 | 2% | -1% | . | -4% | 6.2%
COc1cc(/C=C/C(=O)Nc2nc3ccc(S(=O)(=O)NC(C)C)cc3s2)cc(OC)c1OC | -16% | 2% | 4% | 1% | 1.5%
O=C(CCC(=O)c1cccs1)OCC(=O)c1ccc(F)cc1 | 37% | 1% | . | -21% | i
CC(C)CNc1oc(-c2ccco2)nc1C#N | 15% | -4% | -1% | 4% | 5.2%
COc1ccccc1C1C(C(C)=O)=C(C)N=c2s/c(=C\c3cc(OC)c(OC)c(OC)c3)c(=O)n21 (configuration not stated) | 8% | -9% | 6% | -3% | 8.6%
CCCN(CCC)CCNC(=O)c1cc2c(C)nc3ccccc3c2o1 | 7% | -6% | -11% | 11% | i
CCc1noc(C)c1C(=O)Nc1cc(Cl)ccc1N1CCCC1 | 6% | -4% | 5% | -6% | 4.1%
COc1ccc(-c2nc3ccc(N4CCCC4)cc3c(=O)[nH]2)cc1OC | 22% | -4% | 1% | -2% | 8.9%
Cc1nc2ccccc2c(=O)n1-c1ccccc1[N+](=O)[O-] | -15% | -3% | 6% | 1% | 0.2%
O=C(O)C1CC=C(Cl)CC1C(=O)NC1CCCCC1 (configuration not stated) | -9% | -9% | -2% | 1% | 2.0%
O=C(CCn1cccc1)Nc1ccc(OC(F)(F)F)cc1 | 71% | -3% | 28% | 4% | 3.3%

Outcome played no part in choosing rows; about 1.5% have a hit in one of these screens.
